High-throughput results deposited in PubChem by several laboratories.
Rab2 wt GTP: changes GTP binding to wildtype dog Rab2A, up or down; GST-Rab2 wt beads, Bodipy-GTP binding, flow cytometry; GTP binding activity, % at 10 µM; hit rate 0.19% among 190,000;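 active means GTP binding activity at least 20 points away from 100%, either lowered or raised; inconclusive means signal likely due to the compound's own green fluorescence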;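 further: 0% = beads with excess unlabeled GTP and 100% = no-compound control corrected for plate trend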
Rac1 act GTP bind: alters GTP binding to activated mutant human Rac1. GST-Rac1 activated beads, fluorescent GTP binding, flow cytometry; actives lie on both sides; 100% means binding = to untreated wells. percent activity (GTP binding), % at 10 µM. hit rate 0.11% among 190,000. AID 764;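 active means GTP binding at least 20 percentage points away from the 100% baseline, in either direction, so actives lie on both sides; inconclusive means Compound likely fluorescent itself, or too few beads counted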
Rac1 wt GTP bind: alters GTP binding to wildtype human Rac1; P63000; GST-Rac1 beads, fluorescent GTP binding, flow cytometry; actives lie on both sides; 0 = cold GTP competed, 100 = untreated; GTP binding activity (% of control), % at 10 µM; hit rate 0.27% among 190,000; AID 757;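 active means GTP binding activity at least 20 points away from the 100% control level, either lower or higher; inconclusive means compound flagged as likely green fluorescent, judged across all proteins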
ABCB1 inh: inhibitors of human ABCB1 transporter, ABCG2 counter-screen; CCRF-Adr cells, JC-1 efflux, flow cytometry; hit rate 0.067% among 190,000; inhibition, % at 6.6 µM; in the data active means inhibition above about 40%;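 further: 0% = vehicle and 100% = reference inhibitor; higher value means more JC-1 retained so stronger ABCB1 efflux block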
HRas wt GTP: modulators of GTP binding to human HRas wildtype; GST-Ras wt beads, Bodipy-FL-GTP binding, flow cytometry; actives lie on both sides; AID 759; GTP binding activity, % at 10 µM; P01112; hit rate 0.14% among 190,000;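 active means GTP binding activity at least 20% away from the 100% baseline, either lowered as inhibitor or raised as activator; inconclusive means flagged as likely green fluorescent, judged across all proteins in the well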;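 further: 0% = unlabeled GTP competition control and 100% = no-compound control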
Target sequence (P01112 whole entry, looked up): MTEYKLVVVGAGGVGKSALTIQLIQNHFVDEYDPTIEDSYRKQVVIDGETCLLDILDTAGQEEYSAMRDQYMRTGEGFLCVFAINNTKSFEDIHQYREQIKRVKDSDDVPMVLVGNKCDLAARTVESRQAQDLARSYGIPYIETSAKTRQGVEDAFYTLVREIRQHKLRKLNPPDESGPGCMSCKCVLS
Avidin fluor: compound fluoresces at 488/530 nm on avidin beads | hit rate 0.38% among 220,000 | AID 1775 | compound fluorescence 488/530 nm, flow cytometry; hits give high values | fluorescence (KMESF) at 10 µM; in the data active means fluorescence above about 47; further: inactives centre near 10
Cdc42 wt GTP: changes GTP binding to wildtype human Cdc42. GST-Cdc42 beads, Bodipy-GTP binding, flow cytometry; actives lie on both sides. percent activity (GTP binding), % at 10 µM. hit rate 0.2% among 190,000. AID 761;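 active means percent activity GTP binding at least 20 points away from the 100% baseline, either down as inhibitor or up as activator; inconclusive means compound flagged as likely green fluorescent from well-wide comparison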;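 further: median bead fluorescence of bound Bodipy-FL-GTP at 100 nM; 0% = excess unlabeled GTP control and 100% = no compound control; below 100% means less GTP binding so inhibitor and above means activator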
Target sequence (P60953 whole entry, looked up): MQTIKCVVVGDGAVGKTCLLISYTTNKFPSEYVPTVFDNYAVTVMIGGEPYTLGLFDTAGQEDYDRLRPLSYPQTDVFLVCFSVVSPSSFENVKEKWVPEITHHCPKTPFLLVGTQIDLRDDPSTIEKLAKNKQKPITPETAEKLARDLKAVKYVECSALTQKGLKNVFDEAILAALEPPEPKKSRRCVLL
GSH bead fluor: GSH bead compound fluorescence profile; fluorescence (KMESF) at 10 µM; GSH beads flow cytometry, compound fluorescence 488/530 nm; hits give high values; hit rate 0.25% among 190,000; in the data active means fluorescence above about 89;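 further: glutathione beads carrying GST-tagged Bcl family fusion proteins plus one bare bead set; values are compound well signal with DMSO vehicle wells as background; inactives centre near 16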
Rab7 wt modul: dog Rab7 wildtype GTP binding, inhibitors and activators; GST-Rab7 beads, fluorescent GTP binding, flow cytometry; actives lie on both sides; untreated = 100%, excess cold GTP = 0%; GTP binding activity (percent of control), % at 10 µM; hit rate 0.055% among 190,000; AID 758;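 active means fluorescent GTP binding to Rab7 beads changed by at least 20 points from the 100% baseline, either direction, mostly lower; inconclusive means compound itself probably fluorescent, or too few beads counted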;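 further: median green fluorescence of bound Bodipy-FL-GTP per Rab7 bead population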
Pf gamet viab: inhibitors of late stage P. falciparum gametocyte viability; P. falciparum stage V gametocytes, ATP luminescence, 24 h; inhibition, % at 10.9 µM; hit rate 0.065% among 150,000; AID 743093;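 active means inhibition above the mean plus 3 SD of compounds within the control limits, set per campaign, cut at about 38% in these data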;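 further: 0% = DMSO wells and 100% = medium only without gametocytes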
ABCG2 inh: inhibitors of human ABCG2 transporter, ABCB1 counter-screen. IgMXP3 cells, JC-1 efflux, flow cytometry. inhibition, % at 6.6 µM. hit rate 0.1% among 190,000. AID 1325;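 active means inhibition above 80%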;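 further: 0% = DMSO and 100% = nicardipine control wells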
Target sequence (Q9UNQ0 whole entry, looked up): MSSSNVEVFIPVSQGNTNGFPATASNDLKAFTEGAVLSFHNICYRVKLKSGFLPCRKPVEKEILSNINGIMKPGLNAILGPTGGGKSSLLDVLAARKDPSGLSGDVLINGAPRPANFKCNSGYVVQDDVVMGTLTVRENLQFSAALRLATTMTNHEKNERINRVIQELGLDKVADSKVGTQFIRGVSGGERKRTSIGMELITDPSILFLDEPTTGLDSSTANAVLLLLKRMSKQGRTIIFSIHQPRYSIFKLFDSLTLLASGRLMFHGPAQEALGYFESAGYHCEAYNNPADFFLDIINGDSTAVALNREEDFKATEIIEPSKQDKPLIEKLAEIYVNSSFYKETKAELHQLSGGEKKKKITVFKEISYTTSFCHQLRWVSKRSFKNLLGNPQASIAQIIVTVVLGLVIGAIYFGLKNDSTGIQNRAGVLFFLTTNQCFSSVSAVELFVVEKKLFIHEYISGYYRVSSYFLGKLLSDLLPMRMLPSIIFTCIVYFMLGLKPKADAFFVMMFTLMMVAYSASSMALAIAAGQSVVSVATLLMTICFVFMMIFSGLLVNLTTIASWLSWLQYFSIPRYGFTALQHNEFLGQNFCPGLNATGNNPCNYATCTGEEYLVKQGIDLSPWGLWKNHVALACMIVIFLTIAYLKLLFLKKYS
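test system = two drug-resistant human cell lines, ABCG2 and ABCB1 | amount = 3 million cells/mL final, two lines in 1:1 ratio | reagent = JC-1 transporter substrate | doses = one concentration, 6.6 µM final | incubation = 10 min at 25 °C | signal = flow cytometric JC-1 green MFI at 530 nm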
An asterisk follows results filed as active; u = inconclusive; x = no result given.

SMILES	Rab2 wt GTP	Rac1 act GTP bind	Rac1 wt GTP bind	ABCB1 inh	HRas wt GTP	Avidin fluor	Cdc42 wt GTP	GSH bead fluor	Rab7 wt modul	Pf gamet viab	ABCG2 inh
COc1ccc(OC)c(S(=O)(=O)N(C)CC(=O)N2CCN(c3ccc(F)cc3)CC2)c1	99	95	100	-0.1	100	7	98	9	100	x	-1
Cn1c(=O)c(C(=O)CN2CCN(S(=O)(=O)c3ccccc3)CC2)c(N)n(Cc2ccccc2)c1=O	99	98	100	-0.3	101	14	100	7	101	-2	10
Cc1ccc(OCC(=O)Nn2cnc3ccccc32)cc1	107	103	104	-0.2	105	3	105	17	98	6	0
CCn1nnnc1SCC(=O)NC1CCCC1	101	98	100	1.0	102	7	101	14	101	x	3
C/C(=N\NC(=O)CN1CCOCC1)C(C)(C)C	101	99	103	0.2	102	19	102	34	102	6	1
CC(C)CCn1c(Oc2ccc(Cl)cc2)nc2c1c(=O)n(C)c(=O)n2C	95	95	99	0.5	98	7	97	6	97	x	3
O=c1[nH]c(CN2CCN(Cc3ccc4c(c3)OCO4)CC2)nc2ccccc12	100	98	102	0.2	101	6	100	30	102	29	3
O=C(C[n+]1ccc2ccccc2c1)c1ccc(NC(=O)c2ccccc2)cc1	95	97	102	0.4	97	9	97	9	97	19	1
COc1cccc(C(=O)NC2=NCCS2)c1OC	100	100	101	0.3	98	6	101	36	99	x	1
O=C(NCc1ccccn1)c1ccc(-c2ccccc2)cc1	95	95	99	0.1	96	10	92	16	99	15	0
Cc1cc(NC(=O)c2cc3ccccc3o2)cc(C)c1OCC(=O)N1CCOCC1	101	99	101	0.6	102	11	102	17	104	x	1
Cc1ccc2nc(-c3ccccc3)cc(C(=O)N3CCc4ccccc4C3)c2c1	102	101	101	0.2	101	3	101	20	98	x	1
O=C(CSc1ccc(-c2ccco2)nn1)NCc1ccc(F)cc1	99	100	103	0.1	99	15	102	20	98	x	0
Cc1ccc(-c2cc(C(=O)Nc3cc(C)ccc3C)[nH]n2)c(O)c1	98	98	100	0.1	96	5	95	16	94	-26	0
O=C(/C=C\c1ccccc1)Nc1nccs1	103	98	103	-0.1	99	6	99	15	99	-42	0
CC(C)OP(=O)(OC(C)C)C(Nc1ccccc1)c1ccc2c(c1)OCO2 (stereo not given)	98	98	99	1.0	98	24	100	11	99	21	6
CCCCNC(=O)c1sc(=S)n2c1[nH]c(=O)c1ccccc12	95	93	96	0.3	95	38	96	16	96	2	2
CCc1cccc(C)c1NC(=O)c1cc(C)oc1C	101	97	105	-0.3	101	20	105	32	104	x	3
C=COCCn1c(-c2nonc2N)nc2ccccc21	97	96	93	2.2	100	5	100	62	99	13	6
CN(CC1COc2ccccc2O1)C(=S)Nc1ccccc1F (stereo not given)	97	96	99	0.6	94	11	95	14	97	-10	11
Brc1ccc(-c2cn3nc4c(nc3n2)CCCC4)cc1	103	100	109	0.9	103	9	104	9	100	-13	9
O=c1c2cnn(-c3ccccc3)c2nc(-c2ccco2)n1-c1ccccc1	102	100	105	2.3	103	11	101	28	102	20	8
O=C(Oc1ccccc1C(=O)N1CCOCC1)c1ccc(Br)cc1	100	100	100	0.6	102	37	103	18	102	10	3
COc1ccc(OC)c2[nH]c(=O)c(CCNC(=O)c3ccc(S(=O)(=O)N(C)C)cc3)cc12	95	95	97	1.1	96	29	98	24	96	-26	10
O=C(Nc1cc(N2CCOCC2)ncn1)NC1(C(F)(F)F)Oc2ccccc2O1	99	101	102	1.7	102	8	101	63	98	-1	16

(continued)
SMILES	Rab2 wt GTP	Rac1 act GTP bind	Rac1 wt GTP bind	ABCB1 inh	HRas wt GTP	Avidin fluor	Cdc42 wt GTP	GSH bead fluor	Rab7 wt modul	Pf gamet viab	ABCG2 inh
c1ccc(-n2c(Cc3cn4ccsc4n3)nnc2N2CCOCC2)cc1	101	100	102	0.2	102	38	105	13	97	x	2
Cc1ccc(N2CCN(C(=O)CNS(=O)(=O)c3ccc(Br)s3)CC2C)cc1 (stereo not given)	93	92	93	0.5	93	24	92	24	93	14	1
CCSc1nnc(NC(=O)CSc2nc3c(c(=O)n2-c2ccccc2)SCC3)s1	99	98	101	1.6	101	7	101	147*	104	x	7
CCCCc1ccc(C2C(C#N)=C(N)SC(N)=C2C#N)s1	99	97	97	-0.5	99	17	98	31	101	x	-1
CC1(C)Cc2ccccc2-c2nnc(-c3ccccc3)n21	101	100	102	0.8	100	15	101	27	100	-15	18
COc1cc(C2C(C#N)=C(N)OC3=C2C(=O)CC(C)(C)C3)c([N+](=O)[O-])cc1OC (stereo not given)	106	105	112	0.2	107	37	112	11	103	-1	1
CCN(CC)c1ccc(/C=C(\C#N)C(N)=O)cc1	90	93	100	0.0	95	10	93	13	91	15	0
O=C1C=C(NCc2ccccc2)CCC1	98	97	101	6.5	94	9	101	11	95	26	5
CCC(C(=O)Nc1ncccn1)(C(F)(F)F)C(F)(F)F	101	99	100	-0.1	101	7	101	30	101	x	1
CC(=O)N(C)C1(c2nnnn2CCOC(=O)Nc2ccc(Cl)cc2)CCCCC1	104	101	106	0.5	104	10	106	11	100	x	4
O=C(COC(=O)/C=C/c1ccc(F)cc1)Nc1ccccc1-c1ccccc1	100	99	101	0.8	99	10	98	10	100	7	14
O=c1[nH]c2cc3c(cc2cc1CN(Cc1ccccc1)Cc1nnnn1Cc1ccco1)OCCO3	98	95	99	0.1	98	12	98	25	101	x	-1
CCC(=O)NC(c1ccc(OC)cc1)c1cc(Cl)c2cccnc2c1O (stereo not given)	96	95	96	-0.5	93	24	90	61	94	11	0
Cc1cc(/C=C2/NC(=O)N(Cc3ccccc3F)C2=O)c(C)n1-c1ccccn1	105	102	106	1.5	105	5	104	11	110	-12	9
Clc1ccc(-c2nc(N3CCCCC3)nc3ccccc23)cc1	95	99	98	-0.2	96	7	99	13	91	x	0
COCCCNC(=O)c1ccccc1Sc1ccc(NC(C)=O)nc1	97	92	95	0.7	95	7	95	67	99	8	4
Cn1c(Sc2ccc(Br)cc2)c(C=O)c2ccccc21	u	u	u	0.6	u	13	u	24	u	x	2
CCCn1c(SCC(=O)N2CCCCC2)nnc1-c1ccco1	106	99	108	-0.2	105	14	106	23	99	x	-1
CN(CCCNC(=O)c1cc2c(Cl)nc3ccccc3c2s1)Cc1ccccc1	92	93	92	13	93	9	91	10	94	x	15
Nc1nc(Cl)cc(N2CCCC2)n1	103	97	104	0.4	103	10	100	24	104	10	3
COc1ccccc1CN1C(=S)SC(C)(C)C1NO (stereo not given)	103	102	105	0.2	104	17	103	25	101	x	1
Cc1ccccc1COc1ccc(/C=C(\C#N)C(N)=O)cc1	94	95	95	-0.6	92	11	90	12	93	x	0
Cc1cccc(NC(=O)/C(=C\c2ccco2)NC(=O)c2ccccc2)c1	102	100	105	-1.7	100	5	103	33	99	8	0
N#Cc1nc(COc2ccc(Cl)cc2)oc1N1CCCC1	97	96	97	0.1	96	18	94	49	93	x	1
C/C(=N\O)C(=O)NCc1ccncc1	100	98	101	-0.1	99	38	99	27	100	x	-4

(further entries)
SMILES	Rab2 wt GTP	Rac1 act GTP bind	Rac1 wt GTP bind	ABCB1 inh	HRas wt GTP	Avidin fluor	Cdc42 wt GTP	GSH bead fluor	Rab7 wt modul	Pf gamet viab	ABCG2 inh
CN1C(=O)CSC1=NCC12CC3CC(CC(C3)C1)C2	100	100	104	0.0	101	4	103	49	100	0	0
COc1ccccc1/C=C/C1(C(=O)NC2CCCC2)CC(=O)N1c1ccc(F)cc1 (stereo not given)	97	101	106	2.9	103	5	103	17	97	5	8
COc1cc(NC(=O)c2cccs2)c(C(=O)OCC(=O)c2cc(C)n(-c3ccc(F)cc3)c2C)cc1OC	100	101	103	2.0	99	12	99	4	99	-8	8
C=CCCCCc1nc2ccccc2c(=O)n1N	104	103	106	x	107	6	108	11	102	-19	1
N#Cc1ccc(/C=C\c2nccc3c2[nH]c2ccccc23)cc1	100	96	98	-0.3	98	8	99	16	105	2	-3
CC(=O)c1c(C)[n+]([O-])c2ccc3c(non3O)c12	91	87	91	1.8	92	12	89	15	103	-1	13
COc1ccccc1C(=O)NCC(=O)N/N=C/c1ccc([N+](=O)[O-])cc1	94	91	91	-0.1	92	8	89	9	99	-21	2
CCOC(=O)C1=C(c2ccccc2)NC(=O)NC1c1cc(Br)c(O)c(OC)c1 (stereo not given)	103	97	99	0.0	100	8	100	25	106	x	0
O=C(Cn1cc(C(=S)N2CCOCC2)c2ccccc21)N1CCOCC1	102	98	103	-0.1	104	9	105	11	98	-14	0
C/C(=C/c1ccccc1)C(=O)N1CC(C)OC(C)C1 (stereo not given)	103	97	102	0.6	101	9	100	20	109	3	6
S=C(Nc1ccccc1Cl)N(CCCN1CCOCC1)Cc1ccccn1	100	96	106	0.1	101	10	101	21	97	-26	-1
O=C(Nc1ccc2c(c1)OCCO2)C1CCN(c2nnnn2-c2ccccc2)CC1	95	97	96	0.8	98	16	98	12	98	x	6
Cc1cc(/C=N/NC(=O)c2cccs2)c(C)n1-c1cnccn1	98	95	96	2.2	99	5	94	18	104	7	12
O=C(NN1C(=O)C2C3C=CC(C4CC34)C2C1=O)c1ccc(Cl)cc1 (stereo not given)	94	92	95	0.5	97	35	98	12	97	0	5
COc1ccc(-n2cc(-c3ccccc3)c3c(N4CCOCC4)ncnc32)cc1	96	98	99	0.0	97	11	97	16	94	-26	0
CCOc1nonc1C(=N)/C(C(C)=O)=C(\C)O	u	u	u	1.5	u	6	u	27	u	x	10
Cc1c(-c2ccnc3cc(C(=O)O)nn23)cnn1C	96	95	97	0.3	95	10	96	11	89	x	1
CC1CCCCN1C(=O)c1cc(-c2ccc(Cl)c(Cl)c2)on1 (stereo not given)	101	103	107	0.2	106	12	106	14	101	1	2
O=C(Cc1c(O)c2ccccc2[nH]c1=O)NC1CCCCCC1	100	99	103	-0.1	101	4	103	13	99	x	1
Cc1ccc(C=Nc2ccccc2C(N)=O)cc1	100	95	108	-0.3	100	12	100	54	101	-8	0
CN(c1ccccc1)S(=O)(=O)c1ccc(C(=O)Nc2nnc(-c3ccc(F)cc3)o2)cc1	97	99	101	0.2	98	13	100	37	97	x	14
Cc1ccc(S(=O)(=O)NCCC(=O)Nc2cccc(Cl)c2)cc1	99	98	102	0.2	100	14	97	15	100	x	5
CCOC(=O)c1sc2nc(CSc3ccccc3)nc(NCCN(C)C)c2c1C	99	99	103	1.1	99	10	101	12	98	-13	2

GSH bead fluor, entries above that show a hit.
SMILES | Rab2 wt GTP | Rac1 act GTP bind | Rac1 wt GTP bind | HRas wt GTP | Avidin fluor | Cdc42 wt GTP | GSH bead fluor | Rab7 wt modul
CCSc1nnc(NC(=O)CSc2nc3c(c(=O)n2-c2ccccc2)SCC3)s1 | 99 | 98 | 101 | 101 | 7 | 101 | 147* | 104
